Screening data (PubChem)
PP1 inh – blocks human PP1-alpha phosphatase, a PP5 counter-screen. P62136. purified PP1alpha, OMFP fluorescence. inhibition, % at 6.7 µM. actives 0.9% (n = 320,000). AID 2235;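 active = inhibition above the mean inhibition of all tested compounds plus 3 SD, computed separately for each screening campaign, cut at about 15% in these data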
EBNA-1 inh – blocks EBNA-1 binding to DNA. AID 1950. inhibition, % at 14.8 µM. actives 0.34% (n = 300,000). EBNA-1 DNA binding, fluorescence polarization; in the data active = inhibition above about 28%
CR mimetic SO – lowers age-related superoxide in aged yeast cells; superoxide response (% of plate mean), % at 10 µM; S. cerevisiae aged cells, superoxide DHE fluorescence; active compounds read low; actives 0.18% (n = 330,000);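 active = superoxide response under a set limit, about three screen SD below normal, cut at about 65% in these data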;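 note: yeast aged for seven days with compound at 30 °C before DHE staining; 100% = average MFI of all compound-treated wells on the plate with controls excluded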
GASC-1 inh – human JMJD2C demethylase inhibition; inhibition, % at 2.35 µM; GST-JMJD2C(1-420) H3K9me3 demethylation, DELFIA europium; actives 0.069% (n = 330,000); Q9H3R0; AID 2099;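 active = more than half of a compound's replicate wells show inhibition beyond 50%, single wells judged on their own value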;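 note: signal counts dimethyl H3K9 product captured on neutravidin plate; 0% = median of DMSO wells and 100% = 0.3 times that DMSO median; strong numbers were not always called active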
Target sequence (Q9H3R0 1-420 limits assumed): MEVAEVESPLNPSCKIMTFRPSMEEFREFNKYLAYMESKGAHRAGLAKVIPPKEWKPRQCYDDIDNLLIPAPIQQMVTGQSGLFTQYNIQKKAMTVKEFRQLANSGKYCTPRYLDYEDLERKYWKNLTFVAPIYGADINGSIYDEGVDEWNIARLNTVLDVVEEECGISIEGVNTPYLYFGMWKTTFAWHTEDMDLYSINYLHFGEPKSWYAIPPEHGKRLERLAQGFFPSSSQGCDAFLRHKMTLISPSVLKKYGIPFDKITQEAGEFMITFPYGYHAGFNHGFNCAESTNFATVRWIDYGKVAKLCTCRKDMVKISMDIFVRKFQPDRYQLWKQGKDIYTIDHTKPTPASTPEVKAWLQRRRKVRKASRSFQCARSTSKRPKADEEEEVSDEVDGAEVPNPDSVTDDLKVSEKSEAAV
ZTA counter – ZTA (EBV) inhibition in EBNA-1 counter-screen; P03206; ZTA-DNA binding, fluorescence polarization; inhibition, % at 11 µM; actives 0.15% (n = 320,000); in the data active = inhibition above about 33%
PP5 primary – blocks human protein phosphatase 5 activity; inhibition, % at 6.7 µM; purified PP5c, OMFP substrate fluorescence; actives 0.18% (n = 320,000); P53041;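 active = inhibition above the campaign's mean inhibition across all tested compounds plus 3 SD, cut at about 9.5% in these data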;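 note: 0% = DMSO only and 100% = 100 µM cantharidin control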
Target sequence (P53041 whole entry, looked up): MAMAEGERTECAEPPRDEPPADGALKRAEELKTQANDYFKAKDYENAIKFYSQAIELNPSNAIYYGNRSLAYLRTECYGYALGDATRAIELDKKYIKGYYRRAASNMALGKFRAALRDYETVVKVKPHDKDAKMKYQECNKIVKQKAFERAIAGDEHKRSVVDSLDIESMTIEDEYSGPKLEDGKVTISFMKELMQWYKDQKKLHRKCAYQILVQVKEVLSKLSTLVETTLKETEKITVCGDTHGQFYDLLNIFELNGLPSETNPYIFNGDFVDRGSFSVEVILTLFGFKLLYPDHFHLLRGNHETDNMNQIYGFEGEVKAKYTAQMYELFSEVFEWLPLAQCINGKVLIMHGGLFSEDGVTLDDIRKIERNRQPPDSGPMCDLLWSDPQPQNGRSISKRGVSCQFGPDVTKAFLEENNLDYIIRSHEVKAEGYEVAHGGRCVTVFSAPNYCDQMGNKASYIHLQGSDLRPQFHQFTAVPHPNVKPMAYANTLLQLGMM
core dimer inh – blocks dimerization of HCV core protein; TR-FRET GST/Flag-core106 dimerization, 1536-well; actives 0.33% (n = 300,000); inhibition, % at 5 µM;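 active = inhibition above the mean of all tested compounds plus 3 SD, set per screening campaign, cut at about 45% in these data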
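System: GST-tagged and Flag-tagged HCV core protein residues 1-106 / Input: core106 proteins, GST 13.5 nM and Flag 17 nM / Buffer or medium: KF-containing HEPES buffer, pH 7.45, DTT, CHAPS, BSA / Probe or stimulus: Eu-anti-GST and XL665-anti-Flag labelled anti-tag antibodies / Schedule: 4 h, 22.5 °C incubation / Technique: TR-FRET 671 and 617 nm emission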
CTSL1 counter – cathepsin L1 inhibition, PFM18AAP counter-screen; recombinant F. hepatica cathepsin L1, Z-Leu-Arg-MCA fluorescence; inhibition, % at 5.96 µM; actives 0.49% (n = 300,000); AID 1906;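 active = inhibition above the mean of all tested compounds plus 3 SD, set per screening campaign, cut at about 17% in these data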;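 note: 0% = plate median of test compound wells and 100% = 1 µM Z-Phe-Ala-diazomethylketone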
TPT1 inh – C. albicans TPT1 enzyme inhibition; actives 0.81% (n = 300,000); recombinant caTPT1, FP RNA substrate dephosphorylation; inhibition, % at 5 µM;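 active = inhibition above the mean of all tested compounds plus 3 SD, set per screening campaign, cut at about 24% in these data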;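 note: plate controls were DMSO alone for no effect and ferristatin control at 100 nM for full effect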
Starred values were filed as active, the others as inactive; . = not tested or not shown. Rows are unselected (roughly 3.1% active in at least one column).

no. | structure | PP5 primary | CTSL1 counter | core dimer inh | EBNA-1 inh | TPT1 inh
1 | Cc1cccc(CC2CC(=O)N(c3ccc([N+](=O)[O-])cc3)C2=O)c1 (centres undefined) | -1.3 | 2 | -3 | 1 | 3
2 | COc1ccccc1CNC(=O)C1CCN(C(=O)c2sccc2-n2cccc2)CC1 | -2.0 | -1 | 6 | -4 | 1
3 | CCOc1ccc(-c2nnn(CC(=O)NCc3ccc4c(c3)OCO4)n2)cc1 | 3.1 | 0 | 20 | 4 | 0
4 | COc1ccc(NC(=O)c2ccc3nccnc3c2)cc1 | -0.3 | 1 | 0 | -1 | 0
5 | CCc1ccc(/C=C2/SC(=S)N(CCC(=O)Nc3cccc(C(=O)O)c3)C2=O)cc1 | 3.3 | -2 | 11 | -6 | 3
6 | CCOc1ccc2nc(NC(=O)CS(=O)(=O)c3ccc(C)cc3)sc2c1 | 2.8 | 11 | 5 | -2 | -1
7 | COc1ccccc1CP(=O)(c1ccccc1)c1ccccc1 | -9.2 | 3 | -5 | -8 | -5
8 | Cc1ccccc1S(=O)Cc1ccc(C(=O)N2CCN(C(=O)c3ccco3)CC2)o1 (centres undefined) | -0.4 | 1 | 7 | 6 | -2
9 | [O-][n+]1c2c(nn1-c1ccccc1)/C(=N/O)CCC2 | -1.6 | -4 | -9 | 2 | -2
10 | CC(C)c1cc(C(=O)N/N=C/C=C/c2ccccc2)n[nH]1 | 3.9 | 0 | -1 | 4 | 3
11 | N#CC(C(=O)Nc1cccc(Cl)c1)=C1Nc2ccccc2N1 | -0.8 | 6 | -2 | 18 | 4
12 | CCC(C)N(C(=O)COC(=O)C1C(C(=O)OC)=C(C)NC(C)=C1C(=O)OC)C1CCS(=O)(=O)C1 (centres undefined) | -1.0 | 4 | 1 | -5 | 1

no. | GASC-1 inh | ZTA counter | CR mimetic SO | PP1 inh
1 | -2 | 17 | 98 | 0
2 | 2 | 8 | 83 | -3
3 | 6 | -4 | 106 | 14
4 | -5 | 0 | 84 | -6
5 | -16 | -5 | 100 | 6
6 | 30 | -8 | 104 | -3
7 | -67 | 9 | 75 | 0
8 | 1 | 6 | 90 | -2
9 | -2 | -15 | 91 | 0
10 | -2 | 3 | 100 | -5
11 | -5 | 11 | 122 | 1
12 | -5 | -4 | 100 | 0

Some of these compounds in order of the core dimer inh value, rising:
| item | SMILES | core dimer inh |
| --- | --- | --- |
| 9 | [O-][n+]1c2c(nn1-c1ccccc1)/C(=N/O)CCC2 | -9 |
| 11 | N#CC(C(=O)Nc1cccc(Cl)c1)=C1Nc2ccccc2N1 | -2 |
| 4 | COc1ccc(NC(=O)c2ccc3nccnc3c2)cc1 | 0 |

The main list resumes, starting two compounds before the break.
no. | structure | PP5 primary | CTSL1 counter | core dimer inh | EBNA-1 inh | TPT1 inh
11 | N#CC(C(=O)Nc1cccc(Cl)c1)=C1Nc2ccccc2N1 | -0.8 | 6 | -2 | 18 | 4
12 | CCC(C)N(C(=O)COC(=O)C1C(C(=O)OC)=C(C)NC(C)=C1C(=O)OC)C1CCS(=O)(=O)C1 (centres undefined) | -1.0 | 4 | 1 | -5 | 1
13 | O=C1C=C(c2ccc(F)cc2OCc2ccccc2)C[C@@H](c2ccc3c(c2)OCO3)C1 | 1.2 | . | . | . | .
14 | CCc1ccccc1-n1nnnc1SCC(=O)Nc1cc(C)on1 | 3.0 | 1 | -13 | -10 | 3
15 | Cc1ccccc1CSc1nnc(-c2ccccc2)c(=O)[nH]1 | -1.2 | 1 | 6 | 3 | 1
16 | O=C(Nc1ccccc1N1CCCCC1)c1ccc(F)cc1 | -0.7 | 5 | 14 | 6 | -1
17 | O=C(Cn1ncn2c(cc3ccccc32)c1=O)NCCc1cccs1 | 1.7 | -1 | 5 | 14 | 1
18 | COc1cc(NC(=O)c2cc(C)nc3ccccc23)cc(OC)c1 | 2.3 | -3 | -2 | -5 | -3
19 | CC(=O)Nc1ccc(S(=O)(=O)C(C#N)c2nc3ccccc3nc2NCCCO)cc1 (centres undefined) | 2.1 | 1 | -2 | 3 | 5
20 | Cc1nccn1CCc1n[nH]c(=S)n1Cc1ccccc1 | 0.0 | -2 | -5 | -2 | -7
21 | O=C(O)c1ccc2c(c1)C(=O)N(CCC1=CCCCC1)C2=O | 3.9 | 2 | 4 | -11 | 4
22 | COc1ccccc1C(=O)NC(=S)/C=C1/N(C)c2ccccc2C1(C)C | 0.4 | 19* | -49 | 2 | 7
23 | O=C(Nc1ccc(Cl)c(S(=O)(=O)N2CCOCC2)c1)c1cn2ccccc2n1 | -0.7 | 1 | 5 | -3 | 3
24 | Cc1nc(N2CCC(C(N)=O)CC2)c2c(-c3cccs3)csc2n1 | 0.6 | 6 | 3 | -10 | 1

no. | GASC-1 inh | ZTA counter | CR mimetic SO | PP1 inh
11 | -5 | 11 | 122 | 1
12 | -5 | -4 | 100 | 0
13 | -1 | -12 | 110 | -1
14 | -19 | -20 | 112 | 3
15 | -6 | -6 | 97 | -2
16 | 15 | 6 | 104 | 0
17 | 4 | 0 | 119 | -5
18 | -8 | 7 | 95 | 8
19 | -26 | -1 | 97 | -7
20 | -2 | 0 | 90 | 4
21 | 101* | -12 | 124 | 0
22 | -4 | -17 | 90 | -1
23 | -5 | 3 | 108 | -1
24 | . | -4 | 131 | 1

Taken from above.
Result for `COc1ccccc1C(=O)NC(=S)/C=C1/N(C)c2ccccc2C1(C)C` in PP1 inh: -1
Result for `O=C1C=C(c2ccc(F)cc2OCc2ccccc2)C[C@@H](c2ccc3c(c2)OCO3)C1` in CR mimetic SO: 110

(more compounds)
no. | structure | PP5 primary | CTSL1 counter | core dimer inh | EBNA-1 inh | TPT1 inh
25 | Cc1scc(C(=O)N2CCN(S(C)(=O)=O)CC2)c1-c1ccccc1 | -0.3 | 3 | 0 | 17 | 4
26 | N#C/C(C(=O)NCc1ccco1)=C1/SC(Cc2ccc(Cl)cc2)C(=O)N1c1ccccc1 (centres undefined) | 5.1 | 0 | 28 | -7 | 18
27 | Cc1ccccc1NS(=O)(=O)c1nnc(NC(=O)c2ccccc2C)s1 | -1.2 | 2 | 11 | 13 | -5
28 | COc1ccc(-c2nnc(NC(=O)c3ccc(S(=O)(=O)N4COCC4(C)C)cc3)o2)cc1 | 0.9 | 4 | 5 | -5 | 0
29 | CCOC(=O)c1cnc(-n2[nH]c(C)cc2=O)[nH]c1=O | -8.8 | 1 | -15 | -5 | 5
30 | COCCNC(=O)CSc1nc2cc(OC)c(OC)cc2c(=O)n1Cc1ccco1 | 1.0 | -3 | 1 | 3 | 0
31 | COc1cc(/C=C(/C#N)c2ccccc2F)ccc1OCc1ccccc1 | 2.4 | 2 | -6 | -3 | -2
32 | O=C(NCc1ccc2c(c1)OCO2)NC1CCCCC1 | 4.9 | 1 | -5 | -8 | -7
33 | COc1ccc(CC(=O)NC(C)CCc2ccccc2)cc1OC (centres undefined) | 3.5 | -3 | -6 | -6 | -2
34 | O=C(c1ccco1)N1CCCC(c2nc(-c3ccc(S(=O)(=O)NCc4ccccc4)cc3)no2)C1 (centres undefined) | 3.7 | -1 | 12 | -6 | 0
35 | Cc1ccc(OCC(=O)N(Cc2cccs2)C2CCS(=O)(=O)C2)cc1C (centres undefined) | -0.2 | 3 | -3 | 3 | -2
36 | Cc1cc(-n2cnc3c(=O)[nH]cnc32)ccc1N | -0.3 | -4 | 2 | -6 | -3

no. | GASC-1 inh | ZTA counter | CR mimetic SO | PP1 inh
25 | -1 | 13 | 96 | 5
26 | . | -6 | 119 | 5
27 | 4 | 26 | 96 | 3
28 | -29 | -9 | 127 | 30*
29 | 15 | -9 | 92 | 4
30 | -6 | -1 | 102 | -4
31 | -14 | -17 | 96 | 3
32 | 5 | -9 | 92 | 0
33 | 10 | -12 | 114 | -4
34 | -8 | -2 | 103 | 3
35 | 25 | 12 | 79 | -6
36 | -14 | -5 | 97 | -1

Next part:
no. | structure | PP5 primary | CTSL1 counter | core dimer inh | EBNA-1 inh | TPT1 inh
37 | CCCn1cc(S(=O)(=O)c2ccccc2)c(=O)c2cc(OC)c(OC)cc21 | 1.9 | -2 | -10 | 0 | 2
38 | Cc1nnc(SCc2ccccc2)n1N | 0.5 | 0 | -8 | -3 | -4
39 | COCCNc1nnc(Cc2ccccc2)c(=O)[nH]1 | 1.0 | -4 | 5 | -1 | -1
40 | Cc1nc(SC(C)C)[nH]c(=O)c1Cc1ccccc1 | 1.1 | 0 | -3 | 16 | 0
41 | COc1ccc(S(=O)(=O)NCCCCC(=O)O)cc1C(=O)O | -1.6 | -3 | -4 | -16 | 2
42 | NS(=O)(=O)c1ccc(CCNC(=O)CSc2ccsc2[N+](=O)[O-])cc1 | 1.7 | -4 | 19 | -6 | 3
43 | NC(=O)C1CCN(C(=O)CSCc2ccccc2Cl)CC1 | -2.2 | -8 | -4 | -20 | -2
44 | NC(=O)Cc1ccc(C(=O)c2ccccc2F)s1 | 2.4 | -4 | -2 | -16 | -8
45 | O=C(c1cc(-c2ccc(O)cc2)on1)N1CCN(c2ccc(F)cc2)CC1 | 6.0 | -6 | 2 | -21 | 1
46 | Cc1noc(-c2ccccc2)c1NC(=O)Nc1ccc(Cl)cc1 | 3.5 | 0 | -2 | 2 | 7
47 | O=C(Cc1coc2ccc3ccccc3c12)N1CCCC1 | 1.2 | -3 | -1 | -7 | -1
48 | CCCCCOc1ccc(Cn2ccnc2)cc1[N+](=O)[O-] | 5.9 | -2 | -7 | -1 | 0

no. | GASC-1 inh | ZTA counter | CR mimetic SO | PP1 inh
37 | -8 | -21 | 93 | 0
38 | -19 | -12 | 92 | -1
39 | -11 | 7 | 107 | -4
40 | 4 | -2 | 78 | 0
41 | 38 | -4 | 100 | -3
42 | 9 | -8 | 126 | -5
43 | -8 | -6 | 90 | -2
44 | -9 | -15 | 103 | -2
45 | 3 | -14 | 113 | 0
46 | 22 | -8 | 103 | -2
47 | -26 | 2 | 112 | 1
48 | -1 | -21 | 102 | 0

3 structures from above, ordered by length of the SMILES, smallest number first:
no. | structure | PP5 primary | CTSL1 counter | core dimer inh | EBNA-1 inh | TPT1 inh
44 | NC(=O)Cc1ccc(C(=O)c2ccccc2F)s1 | 2.4 | -4 | -2 | -16 | -8
39 | COCCNc1nnc(Cc2ccccc2)c(=O)[nH]1 | 1.0 | -4 | 5 | -1 | -1
48 | CCCCCOc1ccc(Cn2ccnc2)cc1[N+](=O)[O-] | 5.9 | -2 | -7 | -1 | 0

no. | GASC-1 inh | ZTA counter | CR mimetic SO | PP1 inh
44 | -9 | -15 | 103 | -2
39 | -11 | 7 | 107 | -4
48 | -1 | -21 | 102 | 0
